Assay outcomes: PubChem, several laboratories
DAX1 inh-1: DAX1 (NR0B1) inhibitors on StAR promoter, primary screen, cell-based, luminescence, SF-1 (NR5A1), full-length DAX-1; hit rate 1.1% among 370,000; HEK293T StAR-luciferase reporter, SF-1/DAX-1 repression relief; inhibition, % at 6.8 µM; AID 652010, 2013;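 active = inhibition above the mean over all tested compounds plus 3 SD, cut at about 3.6% in these data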;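 also: 0% = DAX-1 cells with DMSO and 100% = cells lacking DAX-1 with DMSO; higher inhibition means more luminescence from relief of DAX-1 repression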
DAX1 inh-2: DAX1 (NR0B1) inhibitors, primary screen, cell-based, HEK293, Gal4-DAX1, luciferase luminescence | Nuclear receptor subfamily 0 group B member 1 (Homo sapiens), P51843 | HEK293 Gal4-DAX1 luciferase reporter | inhibition, % at 6.75 µM | hit rate 0.99% among 340,000 | AID 504766, 2011;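 active = inhibition above the mean over all tested compounds plus 3 SD, cut at about 4.2% in these data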;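 also: 0% = DAX1-transfected cells with DMSO and 100% = empty-vector control cells with DMSO; inhibition shows as a rise in luminescence from relieved DAX1 repression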
GC-B act: human GC-B receptor activators, primary screen, HEK293 GC-B cells, cGMP TR-FRET, EC30 CNP; Atrial natriuretic peptide receptor 2 (Homo sapiens), P20594; 0% at EC30 CNP, 100% saturating CNP; activation, % at 10 µM; hit rate 0.11% among 370,000; AID 1920062, 2024;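 active = activation at 10 µM reaching about 35% in either raw or pattern-adjusted values, limit read from the data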
ADAM10 inh: human ADAM10 inhibitors, primary screen, biochemical, QFRET, HTS; Disintegrin and metalloproteinase domain-containing protein 10 (Homo sapiens), O14672; recombinant ADAM10, EDANS/DABCYL FRET peptide cleavage, 3 h; inhibition, % at 7 µM; hit rate 0.62% among 370,000; AID 720582, 2013;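 active = inhibition above a per-campaign cutoff equal to the mean of compounds falling between control-based bounds plus 3 SD, cut at about 20% in these data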;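 also: 0% = DMSO wells while the 100% control is not disclosed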
Target sequence (O14672 214-748 limits assumed): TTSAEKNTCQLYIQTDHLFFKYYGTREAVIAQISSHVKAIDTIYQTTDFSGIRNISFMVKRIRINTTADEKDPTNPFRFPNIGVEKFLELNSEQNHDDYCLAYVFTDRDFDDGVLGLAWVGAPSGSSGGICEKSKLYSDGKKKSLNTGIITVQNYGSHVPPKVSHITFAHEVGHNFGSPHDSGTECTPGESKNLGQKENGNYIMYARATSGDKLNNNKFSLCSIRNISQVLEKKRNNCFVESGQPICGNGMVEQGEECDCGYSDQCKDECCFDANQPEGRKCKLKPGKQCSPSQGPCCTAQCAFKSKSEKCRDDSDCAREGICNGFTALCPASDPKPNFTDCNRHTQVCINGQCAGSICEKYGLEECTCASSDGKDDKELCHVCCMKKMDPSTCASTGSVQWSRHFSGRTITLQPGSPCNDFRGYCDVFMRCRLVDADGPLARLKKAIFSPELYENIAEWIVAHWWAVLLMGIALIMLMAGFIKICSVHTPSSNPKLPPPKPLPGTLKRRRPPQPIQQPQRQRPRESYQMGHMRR
hcDAF-12 act: H. contortus DAF-12 nuclear receptor activators, primary screen, cell-based, luminescence, HEK293, lit1-tk-luc reporter; HEK293 hcDAF-12 lit1-tk-luc reporter; 0% DMSO, 100% Δ7-dafachronic acid; activation, % at 6.8 µM; hit rate 1.4% among 370,000; AID 652067, 2013;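 active = activation above the mean of all tested compounds plus 3 SD, cut at about 5.5% in these data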;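 also: 100% = response to 3 µM Δ7-dafachronic acid high control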
ssDAF12 agonist: S. stercoralis DAF-12 nuclear receptor activators, primary screen, cell-based, luminescence, HEK293, GRIP1 co-expression, lit1-tk-luc. hit rate 1% among 370,000. Nuclear hormone receptor DAF-12 (Strongyloides stercoralis). HEK293 ssDAF-12/GRIP1 lit1-tk-luc reporter; % of 3 µM dafachronic acid response. activation, % at 6.8 µM. AID 652126, 2013;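 active = activation above the mean over all tested compounds plus 3 SD, cut at about 0.9% in these data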;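 also: 0% = DMSO-only wells and 100% = 3 µM delta7-dafachronic acid wells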
GAA850 FXN act: FXN promoter activators, primary screen, cell-based, luciferase luminescence, HEK293 lucGAA850; HEK293 lucGAA850 FXN promoter luciferase reporter, 24 h; percent of 10 µM SAHA response; activation, % at 6 µM; hit rate 0.56% among 360,000; AID 540364, 2011;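 active = activation above the average of all compounds screened plus 3 SD, cutoff fixed separately per campaign, cut at about 7.5% in these data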;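 also: 0% = DMSO wells and 100% = 10 µM SAHA wells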
SMARCA2 act: SMARCA2 (BRM) function activators, primary screen, cell-based, luminescence, high throughput; hit rate 1% among 370,000; MG213 cells, MMTV-luciferase reporter, dexamethasone, overnight; AID 652017, 2013; activation, % at 9.1 µM; in the data active = activation above about 7.8%;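 also: 0% = vehicle wells and 100% = reference activator wells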
hgDAF12 agonist: H. glycines DAF-12 receptor agonists, primary screen, cell-based, luminescence, HEK293, GAL4 fusion, UAS-luciferase; Nuclear hormone receptor DAF-12 (Heterodera glycines), GAL4 fusion; activation, % at 6.8 µM; hit rate 1.8% among 370,000; HEK293 GAL4-hgDAF12 UAS-luciferase reporter, agonist luminescence; normalized to butyrate control;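 active = activation above a cutoff set at the mean of all screened compounds plus 3 SD, cut at about 10% in these data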;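 also: 0% = DMSO wells and 100% = sodium butyrate wells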
sPLA2-III inh: human group III sPLA2 inhibitors, primary screen, biochemical, QFRET, BODIPY PC-A2 liposome substrate; Group 3 secretory phospholipase A2 (Homo sapiens), Q9NZ20; QFRET BODIPY PC-A2 liposome hydrolysis, fluorescence; inhibition, % at 12.2 µM; hit rate 0.56% among 370,000;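 active = inhibition above mean plus 3 SD of compounds lying within the high and low control bounds, cut at about 19% in these data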;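 also: 0% = median of test compound wells and 100% = no enzyme DMSO wells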
Target sequence (Q9NZ20 whole entry, looked up): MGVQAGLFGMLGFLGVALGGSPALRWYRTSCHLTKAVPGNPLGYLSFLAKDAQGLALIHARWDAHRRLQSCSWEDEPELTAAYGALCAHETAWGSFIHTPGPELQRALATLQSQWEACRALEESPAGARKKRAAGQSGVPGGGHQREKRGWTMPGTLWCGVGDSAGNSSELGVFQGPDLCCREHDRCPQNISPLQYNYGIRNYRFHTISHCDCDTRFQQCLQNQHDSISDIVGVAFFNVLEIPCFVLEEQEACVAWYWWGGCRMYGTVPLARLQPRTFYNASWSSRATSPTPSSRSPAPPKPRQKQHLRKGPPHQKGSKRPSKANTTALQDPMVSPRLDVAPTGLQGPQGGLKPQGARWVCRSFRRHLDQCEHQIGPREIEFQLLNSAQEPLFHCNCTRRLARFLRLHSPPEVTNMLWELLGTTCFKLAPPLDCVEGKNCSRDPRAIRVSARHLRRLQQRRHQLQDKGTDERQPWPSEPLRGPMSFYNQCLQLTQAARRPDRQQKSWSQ
NPR1 activator: GC-A stimulated cGMP production enhancers – HEK293 GC-A cells, cGMP TR-FRET, EC30 ANP, primary screen | activation, % at 10 µM | 0% at EC30 ANP, 100% saturating ANP | AID 1671463, 2021 | hit rate 0.14% among 370,000; in the data active = activation above about 40%
Numbers without * were called inactive; i = inactive; x = not tested or not shown.

SMILES	DAX1 inh-1	DAX1 inh-2	GC-B act	ADAM10 inh	hcDAF-12 act	ssDAF12 agonist	GAA850 FXN act	SMARCA2 act	hgDAF12 agonist	sPLA2-III inh	NPR1 activator
CCN(CC)CC(C)OC(=O)c1cc(OC)c(OC)c(OC)c1 (centres undefined)	-0.7	0.3	-4.3	-5.2	-0.5	-1.8	-1.3	2.8	-2.3	1.8	2.1
O=C(COC(=O)c1ccccc1O)Nc1cccnc1Cl	-0.7	-0.2	-6.0	-5.5	-0.2	-1.5	3.5	-3.1	-0.9	11.4	-3.4
CCCCOc1ccc(C(=O)Nc2ccc(CN3CCOCC3)cc2)cc1	-1.2	-5.6	6.5	-5.9	-4.0	-1.9	-1.2	-4.3	-4.2	-3.7	-3.2
Cc1cccc(N2Cc3ccccc3C2=NC(=O)c2ccc(Cl)nc2)c1	0.6	0.1	-5.6	6.0	5.8*	0.3	2.4	0.4	7.8	-2.8	-0.5
CCC(C)(C)n1nnnc1C(c1ccncc1)N1CCC(C)CC1 (centres undefined)	-0.3	-0.5	-7.9	-5.6	-0.9	-0.8	1.1	-1.5	-0.3	-4.7	-3.3
COc1cc(OC)cc(C(=O)N2CCN=C2SCc2cccnc2)c1	0.5	-1.9	-13.3	7.4	-1.9	-0.7	2.1	-1.8	-4.5	3.9	0.1
C/C(=C\C(=O)c1ccccc1)NNC(=O)c1ccc(Cl)cc1	0.2	-0.2	2.7	3.3	0.2	-0.6	0.9	1.3	3.6	-2.4	4.2
Cc1ccccc1S(=O)(=O)Cc1ccc(C(=O)NCCN(C)Cc2ccccc2)o1	0.0	0.7	1.7	7.1	-2.2	-1.2	2.7	-2.7	-0.4	-1.3	3.2
N/C(=N\c1nc2ccccc2o1)NC(=O)/C=C/c1ccccc1	-0.3	0.0	-6.3	0.9	-1.6	-2.7	-5.4	1.8	-2.8	-5.2	5.7
Cc1ccc(CNC(=O)C2CCN(S(=O)(=O)N3CCCC3)CC2)cc1	-0.2	0.0	0.9	0.7	-0.3	-0.8	-0.3	-4.0	0.9	3.1	-1.6
CCOC(=O)c1c(NC(=O)c2ccn(CC)n2)sc2c1CCCC2	-0.1	0.4	-7.3	-25.4	-0.8	-1.3	2.6	0.5	-1.3	-7.5	2.4
CN(C)CCNC(=O)C(=O)NCC1OCCN1S(=O)(=O)c1ccc([N+](=O)[O-])cc1 (centres undefined)	-0.1	0.8	1.2	-4.9	-3.0	-0.6	4.0	-3.3	0.2	-1.1	1.0
CN(CC(=O)Nc1cccc(S(=O)(=O)NC2=NCCCCC2)c1)Cc1ccc(C(C)(C)C)cc1	0.9	-2.1	1.5	-7.4	-2.0	-2.0	-0.9	-4.4	-1.2	-25.2	-1.3
CCC(C)NC(=O)CN(c1ccc(Cl)c(Cl)c1)S(C)(=O)=O (centres undefined)	-0.2	-0.2	-1.0	6.9	0.0	-0.8	1.8	-3.7	4.9	-0.4	-1.4
O=C(Nc1nc(-c2ccccc2)cs1)c1cccs1	0.1	1.1	-4.5	7.8	-0.3	-0.7	3.9	-0.4	5.4	-4.8	4.6
CCn1cc(CCC(=O)NC2CCCC2)c2ccccc21	-0.2	1.4	0.0	-1.9	-1.7	-0.9	-0.4	-0.8	2.6	6.5	0.6
COc1ccc(S(=O)(=O)n2nc(OC(=O)c3ccccc3)cc2N)cc1	0.0	0.0	1.9	-4.8	-1.3	-0.7	1.2	-4.5	-1.0	-0.7	21.1
CC(C)Oc1ccc2c(c1)OC(c1ccccc1)(C(F)(F)F)NC2=O (centres undefined)	0.0	-1.1	-1.8	10.0	-2.4	-1.3	2.5	6.5	-1.9	-12.8	-3.2
O=C(NCc1cc(C(F)(F)F)ccc1Cl)c1cccc2c1C(=O)c1ccc(N3CCCCC3)cc1S2(=O)=O	-0.1	-0.1	4.2	-4.8	-0.6	-1.3	1.3	-1.0	-1.6	-0.9	-0.7
COc1cc(C(=O)NC(=S)N2CCN(C)CC2)cc(OC)c1OC	-0.8	1.5	-1.9	-4.2	-0.8	-0.7	-0.7	-3.4	0.8	2.0	1.7
CN1CCC/C1=C/C=C1\SC(=S)NC1=O	0.6	2.8	-3.6	-6.0	7.0*	-0.9	2.9	-0.4	0.9	-11.9	-13.6
O=C(NCCN1CCC(n2c(=O)[nH]c3ccccc32)CC1)c1ccc(F)c(F)c1	2.2	x	-2.1	-12.9	-0.4	-0.9	x	0.9	-3.3	2.8	3.5
CC(=O)Nc1ccc(NC(=O)c2cccc(C(=O)OC(C)C)n2)cc1	-0.1	-0.3	-4.0	-0.1	-1.4	-0.9	2.4	-1.6	-2.5	0.4	-0.3
CN(Cc1ccc(O)cc1)C1CCCCC1	-0.1	1.5	5.0	6.4	-1.6	-0.9	1.0	-1.5	-0.7	4.6	0.3
Cc1ccc(OCc2nnc(SCC(=O)NCc3ccccc3)n2C)cc1	0.9	0.7	1.3	5.5	-0.5	-1.2	2.5	-7.4	-2.0	3.8	-1.0

The list continues.
SMILES	DAX1 inh-1	DAX1 inh-2	GC-B act	ADAM10 inh	hcDAF-12 act	ssDAF12 agonist	GAA850 FXN act	SMARCA2 act	hgDAF12 agonist	sPLA2-III inh	NPR1 activator
CCOC(=O)C1=C(C)N(C)C(=O)NC1c1c(C)nn(-c2ccccc2)c1C (centres undefined)	-0.6	-0.2	-8.1	11.0	0.9	-1.1	0.0	3.7	-2.2	5.6	-10.6
O=C(COC(=O)c1ccc(F)cc1Cl)NCc1ccco1	0.4	1.7	-1.2	-7.3	-2.0	-0.4	1.0	-1.1	1.2	13.7	2.2
NS(=O)(=O)c1ccc(NC(=S)NNC(=O)CCC(=O)Nc2ccccc2Cl)cc1	-0.8	-0.2	0.5	-12.9	-2.3	-0.7	-0.8	-0.7	-1.2	5.5	3.5
CSc1nc(-c2ccccc2)cc(C(F)(F)F)c1C#N	0.0	-0.6	2.6	-17.6	3.5	-1.2	2.6	0.8	0.7	1.2	2.4
CCC1Oc2ccccc2N(CC(=O)N2CCCC2)C1=O (centres undefined)	-0.3	2.5	1.1	7.9	1.2	-1.1	-1.0	0.1	2.3	-4.1	1.7
Cn1c(C(=O)c2ccccc2[N+](=O)[O-])nc2ccccc21	-0.6	1.0	-3.6	2.6	5.8*	0.4	0.7	-0.5	3.5	-3.5	-4.4
CCCCN(C)C(=S)Nc1ccsc1C(=O)OC	0.2	2.1	3.9	-2.6	-0.9	-1.8	-0.5	-1.4	1.5	5.1	-0.4
O=c1oc2cc(O)ccc2cc1-c1nc2ccccc2o1	5.4*	x	-2.2	i	2.5	0.1	x	7.1	8.8	-72.5	-4.3
CCc1ccccc1NC(=O)NC1CC2CCC(C1)N2Cc1ccco1 (centres undefined)	-0.4	-0.2	2.1	-6.2	-1.3	-1.2	-0.4	-2.1	-2.0	-3.2	-0.3
COc1cc(/C=C2\C(=N)N3N=C(C)SC3=NC2=O)cc(OC)c1OCCOc1ccccc1C	0.2	-2.5	-3.1	-85.9	-1.5	-0.6	4.6	-0.9	-0.2	-25.0	-5.5
COc1cccc(C(NC(C)=O)c2ccc3cccnc3c2O)c1 (centres undefined)	-2.5	-5.4	0.1	8.1	-3.8	-0.7	-9.0	-4.2	-9.9	1.4	4.5
Cc1ccc(S(=O)(=O)N2c3cc(C)ccc3OCC2C(C)(C)C)cc1 (centres undefined)	-1.6	0.6	-5.9	1.5	-1.6	-1.2	1.7	-0.9	-2.1	3.2	-3.9
Cc1cc2nccc(-c3ccncc3)n2n1	0.4	0.2	-5.2	-6.6	-1.9	-1.3	-0.6	-5.1	1.4	9.1	-2.1
COc1cc(OC)c(OC)cc1CNCCNC(=O)c1ccco1	0.5	-1.0	-1.3	12.5	-1.3	-1.1	-0.8	9.2*	-1.9	7.3	-1.8
COc1ccc(C(=O)Oc2c(OC)cc(C(=S)N3CCOCC3)cc2OC)cc1	0.1	0.1	3.6	-0.2	-2.0	-1.7	0.6	-1.4	-0.1	2.2	0.2
CCOc1ccccc1OCCC(=O)OCC(=O)Nc1c(C)cc(C)cc1C	1.1	0.7	-4.3	-14.5	1.2	-0.7	1.8	-5.0	0.8	12.5	-3.6
COc1ccc(C(=O)NC2CC2)cc1OC1CCN(Cc2ccccc2O)CC1	0.0	-0.2	-5.8	-2.9	4.2	-1.0	2.2	0.1	0.7	-3.5	-2.2
Cc1oc(CSCC2CCCO2)cc1C(=O)O (centres undefined)	1.1	1.3	-1.6	-0.8	0.7	0.3	-0.3	-0.6	2.9	0.7	2.0
COc1ccc(-c2nn(C)c(=O)c3ccccc23)cc1NS(C)(=O)=O	-0.5	0.1	2.1	7.0	2.0	-0.3	1.6	-2.0	-2.4	5.3	6.2
Nc1nnc(SCCOc2cccc(Br)c2)s1	-1.0	1.1	-2.8	-1.3	-1.3	-1.4	1.7	2.7	5.0	-2.1	2.4
CCOC(=O)c1c(-c2ccccc2)oc2ccc(OC(C)=O)cc12	-0.1	-0.2	-4.4	-74.7	-0.9	-1.0	-4.3	-0.3	-2.6	-0.4	-1.5
CCn1c(SCC(=O)Nc2cc(C)on2)nnc1-c1ccc(C)cc1	-0.4	-0.9	0.5	0.7	-2.0	-1.6	0.8	-3.6	-3.7	-6.9	-3.9
CCCCOc1ccc2c(c1)/C(=C(\C(Cl)=C(Cl)Cl)[N+](=O)[O-])N2	-0.4	-0.5	-3.1	-49.2	-2.0	-1.2	-0.4	-1.5	0.4	-2.0	4.3
COC(=O)c1c(NC(=O)C2COc3ccccc3O2)sc2c1CCN(Cc1ccccc1)C2 (centres undefined)	-1.2	0.2	0.1	-5.9	-0.9	-1.4	-1.2	-4.0	-3.3	1.2	1.2
O=C(CCCOc1ccc(Cl)cc1)NCC1CCCO1 (centres undefined)	0.0	0.9	-1.1	-1.4	-0.4	-1.2	-1.8	0.8	-0.8	0.5	6.2
COc1ccc2c(c1)C(=O)N(c1ccc(C)cc1C)C(=O)C2	-0.6	-1.1	6.2	1.6	-3.2	-1.3	-1.6	1.8	-3.0	3.5	0.0
